ST2 inh = inhibitors of human ST2 (IL1RL1) binding to IL-33, primary screen, biochemical, AlphaLISA | AlphaLISA ST2-Fc/biotin-IL-33 interaction, 1 h | Interleukin-1 receptor-like 1 (Homo sapiens), Q01638 | 78,000 tested, 2.3% active | inhibition, % for hits at 17 µM; in the data active means inhibition above about 30%; inconclusive means mostly about 10% to 28%
Target sequence (Q01638 whole entry, looked up): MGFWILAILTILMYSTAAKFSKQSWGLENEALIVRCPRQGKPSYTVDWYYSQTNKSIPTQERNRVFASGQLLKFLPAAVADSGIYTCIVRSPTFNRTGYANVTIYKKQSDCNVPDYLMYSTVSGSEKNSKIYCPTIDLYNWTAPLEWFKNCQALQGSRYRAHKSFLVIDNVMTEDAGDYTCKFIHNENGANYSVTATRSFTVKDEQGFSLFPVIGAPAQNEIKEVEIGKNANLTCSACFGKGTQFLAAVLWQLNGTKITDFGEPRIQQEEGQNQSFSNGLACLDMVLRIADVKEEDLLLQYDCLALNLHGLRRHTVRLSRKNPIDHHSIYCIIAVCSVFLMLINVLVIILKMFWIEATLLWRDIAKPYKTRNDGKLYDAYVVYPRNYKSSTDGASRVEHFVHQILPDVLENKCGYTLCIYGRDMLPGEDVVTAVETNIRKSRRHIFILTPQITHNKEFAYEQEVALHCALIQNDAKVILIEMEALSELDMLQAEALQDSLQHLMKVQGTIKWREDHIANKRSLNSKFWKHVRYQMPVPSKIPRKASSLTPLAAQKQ
An asterisk follows results filed as active; i = inactive; ? = inconclusive. This is a subset, so the mix of outcomes need not match the whole.

SMILES	ST2 inh
CCc1nc(CN2CCCC(CCC(=O)Nc3ccc(OC)c(Cl)c3)C2)c(C)[nH]1 (stereo unspecified)	i
COCc1nc(C)c(CNC(=O)c2oc3ccc(C)cc3c2C)s1	i
CCc1ccc(N2CC(C(=O)NC3CC3)CC2=O)cc1 (stereo unspecified)	i
CN(C(=O)c1cccs1)C(Cc1ccccc1)C1CCN(C(=O)c2ccc(-n3cccn3)cc2)CC1 (stereo unspecified)	i
COc1ccc(C2C(C#N)=C(N)N(c3ccccc3C#N)C3=C2C(=O)CC(C)(C)C3)cc1O (stereo unspecified)	i
COc1ccc(S(=O)(=O)CCc2nnc(-c3ccncc3)o2)cc1	?
CC(C)(C)C1=Nn2c(nnc2-c2ccc(Cl)cc2Cl)SC1	i
COc1ccc(C(=O)NCC2CCCN(S(C)(=O)=O)C2)c(OC)n1 (stereo unspecified)	?
CNC(=O)c1ccc(OC)c(S(=O)(=O)N2CCC(C)CC2)c1	i
C=CCN1Cc2ccc(C(=O)O)cc2C1	i
O=C(Nc1ccc(Cl)cc1)c1nc[nH]c1C(=O)O	?
Cc1ccc(NC(=O)C2(S(=O)(=O)c3ccc(Cl)cc3)CC2)cc1	i
CCOc1cc(C(=O)N(c2cc(C)cc(C)c2)C2C=CS(=O)(=O)C2)cc(OCC)c1OCC (stereo unspecified)	?
CCCOc1ccc(/C=C2\N=C(c3ccccc3F)OC2=O)cc1OC	?
O=C(NCCSc1c[nH]c2ccccc12)c1c(F)cccc1Cl	i
Cc1ccccc1N1C(=O)c2ccccc2NC1c1ccc2c(c1)OCO2 (stereo unspecified)	i
NC(=O)c1ccc(N=c2oc3ccccc3cc2C(=O)Nc2ccccc2)cc1	?
COCCn1c(=O)[nH]c2cc(C(=O)NC3CCCC3)ccc2c1=O	i
Cc1c(C(=O)O)cccc1-c1ccc(/C=C/[N+](=O)[O-])o1	61%*
CCN(Cc1cnc2ccccc2c1)Cc1c(C)nn(CC)c1C	i
COCC(=O)N1CCCN(C/C(C)=C/c2ccco2)CC1	?
CCOC(=O)C1(Cc2ccc(F)cc2F)CCCN(C(=O)c2ccc(OC)nc2OC)C1 (stereo unspecified)	i
COCCCn1c(CN2C[C@@H](C)O[C@@H](C)C2)cnc1S(=O)(=O)C1CCCC1	?
CCC1CCCCN1S(=O)(=O)c1ccc2c(c1)CCN2C(=O)C1CC1 (stereo unspecified)	?
Cc1ccc(Cn2c(CCNC(=O)Nc3ccc(C)c(F)c3)nc3cccnc32)cc1	?
Cc1ccc(Cn2c(CNC(=O)COc3ccccc3)nc3cccnc32)cc1	?
CCCCc1nnc(NC(=O)CSCc2cc(=O)n3oc(C)cc3n2)s1	?
N#Cc1c(NC(=O)c2cc(-c3ccc4c(c3)OCO4)on2)sc2c1CCC2	i
CC(C)(O)C1CCN(C(=O)c2cc(COc3ccccc3F)[nH]n2)CC1	i
Cc1cc(NC(=O)c2ccc(Br)cc2)nc2c1c(=O)oc1ccccc12	i
COCCN1CCCC(O)(CNCc2ccccc2C(F)(F)F)C1=O (stereo unspecified)	i
COc1ccccc1N1CCN(C(=O)c2ccc(F)cc2)CC1	i
Cc1nc2c(C(=O)O)cnn2c(C)c1Cc1c(F)cccc1Cl	i
CCCC(=O)N1c2ccccc2-c2nnc(SC)nc2OC1c1cccc(C)n1 (stereo unspecified)	i
CCCNC(=O)NC(=O)c1c(Cl)nc(C)c(Cl)c1C	i
COc1cc(Nc2nc(-c3nnc(-c4ccc(C)cc4)o3)nc3ccccc23)cc(OC)c1	i
O=C(NC(Nc1cccc([N+](=O)[O-])c1)C(Cl)(Cl)Cl)c1ccc(Br)cc1 (stereo unspecified)	i
CC(=O)c1ccc(OCCOc2ccc(C#N)cc2)cc1	i
CCOc1ccc(CN2C(=O)CCC2(C)C(=O)NC2CCCC2)cc1 (stereo unspecified)	i
COc1cc(OC)c(C=Nc2cc([N+](=O)[O-])ccc2C)cc1Br	i
COc1cccc(C2C(C(=O)Nc3ccc(C)cc3C)=C(C)Nc3nnnn32)c1 (stereo unspecified)	i
Cc1cc(COc2ccccc2)oc1C(=O)N1CCC(n2ccnc2)C1 (stereo unspecified)	i
CN(C)C[C@H]1O[C@@H](CO)[C@@H](O)[C@H]1N(C)CCc1ccccn1	i
Cc1nnc(SCC(=O)Nc2nnc(C(F)(F)F)s2)s1	i
CC(=O)N1CCN(C2CCC(C)CC2)CC1 (stereo unspecified)	i
CC(C)(C)S(=O)(=O)c1ccc(-c2ccccc2)cc1	i
CC(C)c1ccc(NS(=O)(=O)c2ccc3c(c2)NC(=O)CC(=O)N3)cc1	i
COc1ccc2cc3cc(C(=O)Nc4ccccc4C)oc3nc2c1	?
COc1ccc(Cl)cc1NC(=O)CSc1nc2c(c(=O)n1-c1ccccc1)SCC2	?
COc1cc(C[C@H]2COC(=O)[C@@H]2Cc2ccc(O)c(OC)c2)ccc1O	i

New compounds follow:
SMILES	ST2 inh
CCOCCOc1ccccc1C(=O)N1C[C@H]2CC=C(C)C[C@H]2C1	i
NC[C@@H]1O[C@H](C23CC4CC(CC(C4)C2)C3)Cc2c1ccc(O)c2O	?
c1ccc(-c2cc(CN3CCCC3c3nc4ccccc4s3)on2)nc1 (stereo unspecified)	i
CCOc1cc(/C=C2/NC(=O)NC2=O)c(Br)cc1O	i
COc1ccc(N(C)S(=O)(=O)c2ccc3c(c2)CCN3C(=O)C2CC2)cc1	i
COc1cc(-n2cnc(C(=O)O)c2)ccc1NC(C)=O	i
COc1ccc(OC)c(NC(=O)c2cc3cc4ccc(C)cc4nc3s2)c1	?
CC(C)NC(=O)C(=O)Nc1ccc(Br)cc1	i
NC(=O)c1ccc(NC(=O)c2ccc(-c3ccccc3)cc2)cc1	?
O=C(c1ccccc1F)N1CCN=C1SCc1cccc(Cl)c1	i
CCOC(=O)C1=NN(c2ccc(Cl)cc2)C2C(=O)N(c3ccccc3Cl)C(=O)C12 (stereo unspecified)	i
Oc1c(C=Nc2cccc(F)c2)[nH]c2ccc(Br)c(Cl)c12	32%*
O=C(CCCOc1ccc(Cl)cc1Cl)Nc1ncn[nH]1	i
COC(=O)Nc1nc2ccc(C(=O)c3cccs3)cc2[nH]1	?
N#Cc1c(NC(=O)c2cc3cc(Br)ccc3oc2=O)sc2c1CCCC2	i
CC1CC(Nc2ccccc2)c2ccccc2N1C(=O)c1ccc([N+](=O)[O-])cc1 (stereo unspecified)	i
CC(=O)Nc1ccccc1C(=O)c1ccccc1C(=O)O	i
C[C@H]1[C@@H]2[C@@H](O)C([C@H](C)C(=O)N(C)Cc3ccccc3)CC[C@@]2(C)CC[C@@H]1NC(=O)c1ccc(C#N)cc1 (stereo partly specified)	i
COCCCn1ccnc1-c1cc(OC)ccc1-n1cccn1	i
Nc1nonc1-c1nc2ccccc2n1CC(=O)Nc1ccc(Cl)c(Cl)c1	i
O=C(COC(=O)c1ccc(Oc2ccc(O)cc2)cc1)c1ccccc1	i
OCC1CCCCN1Cc1ccc2c(c1)CN(Cc1cccc3cccnc13)CCO2 (stereo unspecified)	i
COc1ccc(CCNC(=O)CSc2nc3sc(C)c(C)c3c(=O)n2C)cc1OC	?
Cc1noc(C)c1CC(=O)N1CCC(CCC(=O)NCc2cccnc2)CC1	i
O=S(=O)(c1ccc(F)cc1)N1CCN(c2ncnc3sc4c(c23)CCCC4)CC1	i
O=C(C1CC1)N1CCc2cc(S(=O)(=O)NCc3cccs3)ccc21	?
O=C(O)CCCN1C(=O)c2cccc3cccc(c23)C1=O	?
O=C1NC(=Nc2ccccc2)c2c1cccc2[N+](=O)[O-]	i
C=CCNc1nc2ccccc2nc1NS(=O)(=O)c1ccc(Br)cc1	33%*
N#CSCC(=O)N1c2ccccc2Sc2ccc(C(F)(F)F)cc21	i
COc1ccc(NC(=O)COc2ccc(Cl)c(C)c2)cc1	i
C=C(C)COc1ccc(C(=O)NCC2CCN(C)C2)cc1 (stereo unspecified)	?
COc1ccc(Cn2c(CNC(=O)Cc3cccc(C)c3)nc3cccnc32)cc1	?
OCC1CCCCN1Cc1ccc(Cl)cc1 (stereo unspecified)	i
COCC1CCCCN1C(=O)CC1(c2ccccc2)CC(=O)N(Cc2ccc3c(c2)OCO3)C1=O (stereo unspecified)	?
COC(=O)c1c(NC(=O)COc2cc(C)c(Cl)c(C)c2)sc(C)c1C	i
COC(=O)c1c(C)oc2ccc(OCC(=O)OC(C)(C)C)cc12	?
O=C(CSc1nc(-c2ccccc2)[nH]c1-c1ccc(F)cc1)NCc1ccco1	i
Cc1ccccc1NC(=NS(=O)(=O)c1ccccc1)c1ccccc1	i
CCc1cc(Sc2ccccc2NC(=O)Nc2ccc(Cl)cc2)n2ncnc2n1	i

Among those listed so far, these have a nitro group on carbon.
SMILES	ST2 inh
Cc1c(C(=O)O)cccc1-c1ccc(/C=C/[N+](=O)[O-])o1	61%*
O=C(NC(Nc1cccc([N+](=O)[O-])c1)C(Cl)(Cl)Cl)c1ccc(Br)cc1 (stereo unspecified)	i
COc1cc(OC)c(C=Nc2cc([N+](=O)[O-])ccc2C)cc1Br	i
CC1CC(Nc2ccccc2)c2ccccc2N1C(=O)c1ccc([N+](=O)[O-])cc1 (stereo unspecified)	i
O=C1NC(=Nc2ccccc2)c2c1cccc2[N+](=O)[O-]	i

The list continues:
SMILES	ST2 inh
Cn1c(SCC(=O)N2CCOCC2)nc2c([nH]c3ccccc32)c1=O	?
Clc1ccc(OCCCCN2CCCC2)cc1	i
Cc1nc(CCC(=O)N2CCCC(CCc3ccc(F)c(F)c3)C2)n[nH]1 (stereo unspecified)	i
COc1ccc(-n2ncc3c(Nc4ccc(OC)c(Cl)c4)ncnc32)cc1	?
Cc1cc(NC(=O)CC(C)(C)C)nc2c1c(=O)oc1ccccc12	i
CCn1nc(C)c(CN2CCCC(N3CCCC3=O)C2)c1C (stereo unspecified)	?
Cc1cc(=O)[nH]c2c1c(-c1ccccc1)nn2-c1ccccc1	i
Cc1cc(Br)ccc1OCCCCN1CCCC1	i
CN(CCC1CCCCO1)C(=O)Cn1nnnc1CN1CCOCC1 (stereo unspecified)	i
C=C(C)Cn1c(=O)c2c(nc3n2CCN3c2cc(C)cc(C)c2)n(C)c1=O	i
Cc1cc(-c2c(-c3ccccc3)ncn2CCOc2nonc2C)n[nH]1	i
COc1ccccc1NS(=O)(=O)c1ccc(C(C)(C)C)cc1	i
O=C(Nc1cccc(F)c1)Nc1ccc2n(c1=O)C[C@H]1C[C@@H]2CN(C(=O)Cc2cccs2)C1	i
Cc1nc(N2CCOCC2)nc(N2CCCCC2)c1[N+](=O)[O-]	i
COc1ccc(CNc2oc(COc3ccc(Cl)cc3)nc2C#N)cc1	i
COc1cc(-c2nc(CN3[C@@H]4CC[C@H]3CNC4)c(C)o2)cc2c1OCO2	i
CCCc1cc(=O)[nH]c(SCC(=O)Nc2ccccc2C(F)(F)F)n1	i
COCCCNC(=O)c1c(NC(=O)c2ccco2)sc2c1CCCC2	i
CN(C)c1ccc(/C=C2/SC(=Nc3ccccc3Cl)NC2=O)cc1	39%*
O=C(NCCc1cnc[nH]1)C1CCCN(C2CCN(C(=O)C3CC3)CC2)C1 (stereo unspecified)	i

Molecules listed so far containing a thiophene ring, fused or not:
SMILES	ST2 inh
CN(C(=O)c1cccs1)C(Cc1ccccc1)C1CCN(C(=O)c2ccc(-n3cccn3)cc2)CC1 (stereo unspecified)	i
N#Cc1c(NC(=O)c2cc(-c3ccc4c(c3)OCO4)on2)sc2c1CCC2	i
COc1ccc(OC)c(NC(=O)c2cc3cc4ccc(C)cc4nc3s2)c1	?
COC(=O)Nc1nc2ccc(C(=O)c3cccs3)cc2[nH]1	?
N#Cc1c(NC(=O)c2cc3cc(Br)ccc3oc2=O)sc2c1CCCC2	i
COc1ccc(CCNC(=O)CSc2nc3sc(C)c(C)c3c(=O)n2C)cc1OC	?
O=S(=O)(c1ccc(F)cc1)N1CCN(c2ncnc3sc4c(c23)CCCC4)CC1	i
O=C(C1CC1)N1CCc2cc(S(=O)(=O)NCc3cccs3)ccc21	?
COC(=O)c1c(NC(=O)COc2cc(C)c(Cl)c(C)c2)sc(C)c1C	i
O=C(Nc1cccc(F)c1)Nc1ccc2n(c1=O)C[C@H]1C[C@@H]2CN(C(=O)Cc2cccs2)C1	i
COCCCNC(=O)c1c(NC(=O)c2ccco2)sc2c1CCCC2	i

Going on with the list:
SMILES	ST2 inh
CCC1=C(c2ccc(OC)cc2)S(=O)(=O)N(CC(=O)NCc2ccco2)C1=O	i
COc1ccc(O)c(-c2[nH]ncc2C(=O)c2cccc(C)c2)c1	i
COc1ccccc1C(=O)Nc1ccnn1C1CCN(Cc2csc(C(C)=O)c2)CC1	i
O=C(Nc1ccc2c(c1)OCO2)C1CCN(S(=O)(=O)c2ccccc2)CC1	?
CC1CCc2cc(F)ccc2N1S(=O)(=O)c1ccc2c(c1)CCN2C(=O)C1CC1 (stereo unspecified)	i
O=C(c1cn2ccsc2n1)N1C[C@H]2OC(=O)N(Cc3ccccn3)[C@H]2C1	?
O=C(O)c1ccccc1OCC(O)Cn1cnc2ccccc21 (stereo unspecified)	i
Cc1nc(-c2ccncc2)ncc1C(C)NC(=O)c1ccccc1Cl (stereo unspecified)	i
COc1cccc(N2CCN(S(=O)(=O)c3ccc4c(c3)c(=O)n(C)c(=O)n4C)CC2)c1	i
CCC(=O)N1CCc2cc(OC)c(OC)cc2C1COc1ccc2c(C)cc(=O)oc2c1 (stereo unspecified)	i
CCCCNc1ncnc2sc3c(c12)CCCCC3	i
CCOc1nc(-c2ccccc2)c2cc(Br)ccc2n1	i
Cc1ccc(S(=O)(=O)N2CCOCC2)cc1C(=O)Nc1cccnc1	i
CC1=C(n2nnc3ccccc32)C(c2ccccc2)C(C#N)=C(N)O1 (stereo unspecified)	i
O=C(Oc1ccc(C2CCCCC2)cc1)c1ccco1	i
O=C(Nc1ccc(F)cc1F)c1ccccc1I	i
Cn1c2ccccc2c2nc3ccc([N+](=O)[O-])cc3cc21	i
O=C(NC1CCCCC1)C1CCN(S(=O)(=O)c2ccc(Cl)cc2)CC1	?
CCN1CCN(Cc2ccc(NC(C)=O)cc2)CC1	i
Cc1ccc(-n2c(SCC(=O)Nc3cc(C)ccc3C)nc3c(c2=O)SCC3)cc1	i
CC(C)n1c(CCCNC(=O)C(C)(C)C)nc2ccccc21	i
CCC(C)OC(=O)C1=C(C)NC2=C(C(=O)C(C(=O)OC)C(C)C2)C1c1coc2ccccc2c1=O (stereo unspecified)	i
COc1cccc(CN2CCN(C(=O)c3cc(OC)c(OC)c(OC)c3)CC2)c1	i
COc1ccc(-c2ccc3[nH]nc(N)c3c2)cn1	?

Assay outcomes (PubChem BioAssay)
